Screening data deposited in PubChem BioAssay by NCI.
NCI-60 one-dose screen, 48 h, at 10 µM unless noted. Numbers give growth in % (100 = growth as untreated, 0 = no growth, -100 = all killed).
HL-60(TB): HL-60(TB) leukemia cells | 78,000 compounds, 9% hits; active = growth percent below 10
* hit, by the source's call; & = joins results of further samples; [ ] = dose if it differs, or a comment. An excerpt, so the mix of outcomes need not match the whole.

entry	SMILES	HL-60(TB)
1	CCc1ccc(CCN2C(=O)c3ccccc3C2=O)nc1	120.2
2	CCOC(=O)c1cc(-c2nc3ccccc3s2)c(=O)n(NS(=O)(=O)c2ccc(Cl)cc2)c1N	99.8
3	CCC/C=C(/C=O)CC	88.0
4	COc1ccc(-c2nc(/C=N/Nc3cc(C)nc4ccc(Br)cc34)c(C)o2)cc1	-51.5*
5	COc1ccc(N2C(=O)/C(=C/C(Cl)=C/c3ccc([N+](=O)[O-])cc3)SC2=S)cc1	-14.0*
6	COc1cc(C2CC(=O)Nc3c2c(C)nn3-c2nc3ccccc3[nH]2)cc2c1OCC(=O)N2 (configuration not stated)	77.4
7	Nc1nc(Cl)c(C=O)c(Nc2ccccc2)n1	72.5
8	Cc1cc(Br)ccc1N=c1scc(-c2ccc(Cl)cc2)n1C	84.7
9	CCN(CC)CCOc1ccc(C(=O)/C=C\c2ccc(Cl)cc2Cl)cc1	-29.2*
10	O=C1Nc2ccccc2/C1=N/c1nc(-c2ccc(Cl)cc2)cs1	7.8*
11	CC1=CC(C)(C)c2cc3c(cc21)C(C)(C)CCC3(C)C	91.3
12	CCCCCCC(O)(c1ccc(F)cc1)C(CN1CCOCC1)c1ccccc1 (configuration not stated)	30.8
13	COc1ccc(Nc2nc(-c3ccc(OC)cc3)c[se]2)cc1	99.7
14	Cc1ccc(Cc2cnc(NC(=O)c3cc(C)oc3C)s2)cc1	79.1
15	CC(C)Cc1cc(-c2cc(CC(C)C)on2)no1	103.3
16	CN1CCN(Cc2ccc(NC(=O)c3cncc(C#Cc4cnc5[nH]ncc5c4)c3)cc2C(F)(F)F)CC1	8.9*
17	Cn1c(=O)c(C#N)c(-c2ccco2)n2c(SCC3CO3)nnc12 (configuration not stated)	82.4
18	CN(CCCOCC(=O)NCCCC(O)(P(=O)(O)O)P(=O)(O)O)C(=O)Oc1ccc2c(c1)OCC(c1ccc(F)cc1)C2=O (configuration not stated)	103.7
19	CC(C)CC(NC(=O)CF)C(=O)O (configuration not stated)	96.9
20	CN(N=O)C(=O)NC1C(NC(=O)N(C)N=O)N(C)C(=O)N1C (configuration not stated)	98.7
21	O=C(Nc1ccccc1)C(Cl)=C1C(Cl)=C(Cl)C(Cl)=C1Cl	83.1
22	O=C(CCc1nnc(-c2cccnc2)o1)c1nc2ncccc2[nH]1	102.0
23	Cc1nn(-c2ccccc2)c(Oc2ccccc2)c1/C=N/NC(=O)Cn1c(=O)sc2ccccc21	5.9*
24	CC1(C)OC1(C#N)c1ccccc1 (configuration not stated)	74.8
25	CCSCC1CC(O)(c2ccccc2)CC(c2ccc(Cl)cc2)O1 (configuration not stated)	78.5
26	COc1cccc(C(=O)NNc2nc(Cl)nc(N3CCN(C(c4ccccc4)c4ccccc4)CC3)n2)c1	0.8*
27	COc1ccc(C2c3cccn3-c3ccccc3N2C(C)=O)cc1OC (configuration not stated)	85.2
28	CCOc1ccc2cc(S(=O)(=O)O)ccc2c1N	86.8
29	COc1ccc(C(=O)Nc2ccccc2[N+](=O)[O-])cc1	98.5
30	Cc1nc(N)sc1C(=O)NCCO	166.8
31	COc1ccc(S(=O)(=O)NCCNc2nccc(-c3c(-c4cccc(OC)c4)nc4occn34)n2)cc1	121.5
32	Cc1ccc2c(N/N=C\c3ccco3)cc(C)nc2n1	-53.3*
33	CC1Cc2c(nc[nH]c2=O)N(C)c2ccccc21 (configuration not stated)	105.1
34	Cc1cccc(NC2CNC(=O)NC2=O)c1 (configuration not stated)	94.2
35	C/C(=N\NC(=S)Nc1ccccc1)c1nnn(-c2ccc(Br)cc2)c1C	27.8
36	CN(CCn1sc(=O)n(Cc2ccccc2)c1=O)Cc1ccc2c(Cl)cc(Cl)c(O)c2n1	40.7
37	CC(/C=N/N=C1\C(=O)Nc2ccccc21)=C\c1ccccc1	82.8
38	O=[N+]([O-])c1cccc(NCn2c(=S)sc3ccccc32)c1	63.5
39	COC(=O)Cc1[nH]c(SC)nc1C(=O)OC	99.6
40	COc1cc(CNCCc2ccc(Cl)cc2)cc(OC)c1O	54.4
41	Brc1ccc2[nH]cc(-c3nonc3-c3c[nH]c4ccc(Br)cc34)c2c1	100.7
42	Oc1ccc(-c2nn(-c3ccccc3)cc2-c2nc3ccccc3o2)cc1	96.1
43	CC1(C)C(=O)COC1=O	79.6
44	COc1ccc(-c2nn(-c3cccc(Cl)c3)cc2-c2c(C#N)c(N)nc3c2-c2ccccc2C3=O)cc1	121.2
45	Cc1ccccc1C1=N[C@@H](Cc2ccccc2)C(=O)c2c(nc3ccccn23)N1	125.0
46	FC(F)(F)C1(C2CNC2)N=N1	113.0
47	CCC(CC(C)C)Nc1ccc(NC(CC)CC(C)C)cc1 (configuration not stated)	35.3
48	COc1ccc(-c2nn(-c3cccc(Cl)c3)cc2-c2c(C#N)c3n(c(=O)c2C#N)NC(c2ccccc2)N3)cc1 (configuration not stated)	60.0
49	CCOc1ccc(C=Nc2cc(C(C)C)c(O)cc2C)cc1OCC	80.8
50	CN(C)c1oc(-c2ccccc2)nc1C#N	99.8

Continuation.
entry	SMILES	HL-60(TB)
51	COC(=O)CC[C@@H]1O[C@@H](c2cccc(C(F)(F)F)c2)[C@@H](O)[C@H]1O	105.0
52	CC(=O)c1ccc([N+](=O)[O-])cc1	113.0
53	COC(=O)c1nc(=S)[nH]c(C(=O)OC)c1C(=O)c1ccccc1	116.0
54	CCCn1cc(C(=O)C2C(C)(C)C2(C)C)c2ccccc21	111.8
55	Cc1cnc(Nc2ccc(OCCN3CCCC3)cn2)nc1NCc1ccco1	103.2
56	NC(=O)c1ccc(C2C3=C(CCCC3=O)OC3=C2C(=O)c2ccccc2C3=O)cc1 (configuration not stated)	-30.4*
57	CN1C(=O)[C@H]2c3c1cccc3[C@@]13NC(=O)O[C@H]1[C@H](CCC3(C)C)C2(C)C	97.9
58	CC(=O)O[C@H]1C[C@H](n2cc(F)c(N)nc2=O)O[C@]1(C)CO	90.6
59	O=C(O)c1ccc(NC(=S)Nc2ccc(S(=O)(=O)Nc3ccccn3)cc2)cc1	113.5
60	O=C(Nc1ccccc1Cl)Oc1ccc(Cl)cc1Cl	81.3
61	C/C(=C\[C@H]1C[C@](C)(O)[C@H]2[C@@H](C[C@@]3(C)[C@@H]4CC=C5[C@@H](CC[C@H](O)C5(C)C)[C@]4(C)C(=O)C[C@]23C)O1)CO	92.1
62	CCCCCCCC/C=C\CCCCCCCCOc1cccc(CCOP(=O)(O)OCC[N+](C)(C)C)c1	18.8
63	O=C1c2ccc3c4c(ccc(c24)C(=O)N1CCCNCc1ccccc1F)C(=O)N(CCCNCc1ccccc1F)C3=O	-59.0*
64	O=S(=O)(CCCl)c1ccc(Cl)cc1	40.3
65	NS(=O)(=O)c1cn(-c2ncnc3nc[nH]c23)ccc1=O	79.5
66	CCCCCCCCCCCC[n+]1ccc(CCCCCCCCC)cc1	-53.3*
67	O=C(O)c1ccccc1-c1c2ccc(=O)c(Cl)c-2oc2c(Cl)c(O)ccc12	105.1
68	C1CN(P(N2CCOCC2)N2CCOCC2)CCO1	40.6
69	COc1nc(Cl)nc2c1ncn2CC#CCCl	87.7
70	O=C1Nc2ccc(F)cc2/C1=C\c1c(-c2ccccc2)nc2ccccn12	56.4
71	C/C=C(\CC)C(=O)NC(N)=O	103.7&103.5
72	O=[N+]([O-])c1[nH]cnc1/C=C\c1ccccc1	95.4
73	CNCCCNc1nc2ccccc2c2c(=O)c3cc(Cl)ccc3sc12	-55.2*
74	CCOC(=O)c1c2ncccc2n2c(=O)n(-c3ccccc3C)nnc12	56.9
75	Nc1ncnc2c1N=C(c1ccc(Cl)cc1)CC(c1cccc(Nc3ccnc4cc(Cl)ccc34)c1)N2 (configuration not stated)	55.3

6 structures from above, arranged by formula weight, highest first.
entry	SMILES	HL-60(TB)
63	O=C1c2ccc3c4c(ccc(c24)C(=O)N1CCCNCc1ccccc1F)C(=O)N(CCCNCc1ccccc1F)C3=O	-59.0*
61	C/C(=C\[C@H]1C[C@](C)(O)[C@H]2[C@@H](C[C@@]3(C)[C@@H]4CC=C5[C@@H](CC[C@H](O)C5(C)C)[C@]4(C)C(=O)C[C@]23C)O1)CO	92.1
73	CNCCCNc1nc2ccccc2c2c(=O)c3cc(Cl)ccc3sc12	-55.2*
70	O=C1Nc2ccc(F)cc2/C1=C\c1c(-c2ccccc2)nc2ccccn12	56.4
69	COc1nc(Cl)nc2c1ncn2CC#CCCl	87.7
52	CC(=O)c1ccc([N+](=O)[O-])cc1	113.0

(next part)
entry	SMILES	HL-60(TB)
76	COc1ccc(-c2ccc(NNC(=O)Nc3ccc(Cl)cc3)nn2)cc1OC	98.0
77	Nn1c(=O)[nH]n2c(=O)c3cnn(-c4ccccc4)c3nc12	99.3
78	OCC1(CO)CCC=CO1	106.2
79	C[C@@]1(F)[C@H](O)[C@@H](CO)O[C@@H]1n1ncc(=O)[nH]c1=O	94.3
80	Cc1ccc2c(c1)C(=O)CC(c1ccccc1)S2 (configuration not stated)	107.7
81	CC(C)OC(=O)c1ccc2[nH]c(O)c(C(=Nc3ccc(N(C)C(=O)CN4CCN(C)CC4)cc3)c3ccccc3)c2c1	-50.2*
82	CCOC(=O)C1=CC(=O)CC(C)(C)O1	69.6&53.2
83	O=[N+]([O-])c1ccc(-c2csc(NN=C(c3ccccc3)c3ccccc3)n2)cc1	60.2
84	O=C(Nc1ccccc1)c1nc[nH]c1C(=O)Nc1ccccc1	108.5
85	Cc1ccc(S(=O)(=O)OC(C)CCC(C)OS(=O)(=O)c2ccc(C)cc2)cc1 (configuration not stated)	110.3
86	COC(=O)C1=COC(OC2OC(CO)C(O)C(O)C2O)C2C(C)CC(=O)C12 (configuration not stated)	135.8
87	COC(=O)c1nn(C(=O)c2ccc(F)cc2)c2ccccc12	87.8
88	CC[N+](C)(CCO)C(Cc1ccccc1)c1ccccc1 (configuration not stated)	81.2
89	CC(=O)c1cccc([N+](=O)[O-])c1	105.9
90	CCOc1ccc(NC(N)=O)cc1	128.1
91	O=C(NNC(=S)NC(=O)c1ccccc1)c1ccc(OCc2nc3ccc(Cl)cc3[nH]2)cc1	1.3*
92	CCC(C)[C@@H]1NC(=O)[C@@H]2CCCN2C(=O)[C@H](Cc2ccccc2)NC(=O)[C@H](CC(N)=O)NC(=O)[C@H](C(C)CC)NC(=O)[C@@H]2CCCN2C(=O)[C@H](Cc2ccccc2)NC1=O (some centres not stated)	112.9
93	O=S(=O)(NCCNc1cc(-c2c(-c3cccc(O)c3)nc3sccn23)ccn1)c1c(Cl)cccc1Cl	66.7
94	O=C(O)CCCCC(=O)O	103.6
95	CN(C)S(=O)(=O)c1cccc(-c2nc3sc4c(c3c(=O)[nH]2)CCCC4)c1	22.3
96	O=C(NCc1ccco1)Nc1cccc(-c2ccccc2)c1	100.0
97	CS(=O)(=O)c1ccc(-n2cc(/C=N/O)c(-c3ccc([N+](=O)[O-])cc3)n2)cc1	99.6
98	CSc1ncnc2ncn(C)c12	111.5
99	Cc1ccc(S(=O)(=O)OCCO[C@H]2Cc3cc4ccc(=O)oc4cc3OC2(C)C)cc1	90.1
100	CN1CCN(CC2C(=O)C3CCC2C3)CC1 (configuration not stated)	94.9
101	Brc1cn2ccnc2c(-c2ccc3c(c2)ncn3C2CCCCC2)n1	89.5
102	CCN1C(=O)N(CC)C2C1NN=c1s/c(=C3\C(=O)N(C4CCCC4)c4ccccc43)c(=O)n12 (configuration not stated)	-44.5*
103	CCCNC(=O)c1ccc(NS(=O)(=O)c2ccc3c(c2)OCCCO3)cc1	96.7
104	O=S(=O)(Nc1ccc(Cl)nn1)c1ccc(NC(=S)Nc2ccc(Cl)c(Cl)c2)cc1	108.3
105	COc1cc(C)cc(-c2nn(CC(N)=O)cc2-c2ccnc(Oc3cccnc3)n2)c1	113.2
106	Cc1nc(C)c(C)nc1C	73.9
107	Cn1c(N)c([C@@H]2c3c(n(C)c(=O)n(C)c3=O)Oc3ccc4ccccc4c32)c(=O)n(C)c1=O	84.9
108	Clc1ccc(Nc2ccc3nnc(-c4ccncc4)n3n2)cc1Cl	103.9
109	O=c1[nH]c(OCc2ccc(F)cc2)nc2sc3cc(O)ccc3c12	38.1
110	O=C1OCC2=C1C(c1ccc(Cl)c(Cl)c1)c1cc3c(cc1N2CCO)CCC3 (configuration not stated)	-13.1*
111	CN(C)CCCNC(=O)c1cncnc1Nc1ccc2c(ccn2Cc2ccccn2)c1	117.4
112	O=C1Nc2ccc(Br)cc2/C1=N/c1n[nH]c(=S)s1	99.2
113	Clc1cc(Br)ccc1-c1ccc(CNCC2CCNCC2)o1	67.7
114	Cc1ccc(N2C(=O)C=CC2=O)cc1	63.2
115	CCOC(=O)c1cnc(SCc2ccc(Cl)c(Cl)c2)nc1N1CC1C (configuration not stated)	84.5
116	CCOC(=O)C1(C(=O)OCC)NC(=O)CC1CC(C)C (configuration not stated)	107.6
117	CCCc1nc2sc3c(c2c(=O)n1NC(=O)c1ccc(OC)cc1)CCCC3	115.8
118	CCOc1nc2c(c(=O)n(C)c(=O)n2C)n1C	108.9
119	COC(=O)c1nc(N)nc(C(=O)OC)c1C(=O)Cc1ccccc1	80.9
120	CC(=O)OC1Oc2ccccc2-c2oc(=O)c(-c3ccc([N+](=O)[O-])cc3)cc21 (configuration not stated)	111.8
121	Cc1nc(/N=C(N)/N=C(\N)c2cccc(Br)c2)sc1C	12.4
122	N/C(=N\N=C\c1ccc2c(c1)OCO2)N/N=C\c1ccc2c(c1)OCO2	80.0
123	CCOC(=O)c1sc(-c2ccc(OS(=O)(=O)c3ccc(C(C)(C)C)cc3)c(C=O)c2)nc1C	21.3
124	COC(=O)C[C@H](NC(=O)C(=O)c1cn(Cc2cn(Cc3ccccc3)nn2)c2ccccc12)C(=O)OC	91.9
125	CCOCC(C)(COC(C)=O)CC(C)(COC(C)=O)CC(C)COC(C)=O (configuration not stated)	105.7

Additional results
entry	SMILES	HL-60(TB)
126	C#Cc1cccc(Oc2ccc(NC(=O)C=C)cc2)c1	86.2[8.25 µM]
127	c1ccc2c(c1)NC1CCCCC21 (configuration not stated)	92.8
128	CCOC(=O)C(CC)(CCc1ccc([N+](=O)[O-])cc1)C(=O)OCC	90.7
129	COc1ccc(C2NC(=O)C(Cl)c3c2sc2c(F)cccc32)c(OC)c1 (configuration not stated)	99.3
130	OCc1cnc[nH]1	103.5
131	O=c1cc(SCc2ccc(Cl)cc2Cl)nc[nH]1	104.4
132	[O-]/[N+](=C\c1ccccc1)c1ccc(Cl)cc1	76.7&66.7
